PKA-R1A act = PKA-R1A complex activation | PKA-R1A dissociation, Cy5-IP20 fluorescence polarization; scaled: DMSO 0%, 113 µM cGMP 100% | activation, % at 11.4 µM | 340,000 tested, 0.083% active;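 active = percent activation above the mean of all tested compounds plus 3 SD, cut at about 19% in these data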;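 note: higher means more PKAc released from R1A so a rise in polarization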
NSD2 inh = NSD2 (human) methyltransferase inhibition. NSD2 peptide methylation, AlphaScreen, 120 min. inhibition, % at 12.5 µM. O96028. AID 743445. 310,000 tested, 0.54% active; in the data active = inhibition above about 50%
PKA-R2B activ = activators of human PKA-R2B complex. PKA-R2B holoenzyme dissociation, Cy5-IP20 fluorescence polarization; R2B truncated from residue 108, S112A mutant; 0% DMSO only, 100% 113 µM cGMP. activation, % at 11.4 µM. 340,000 tested, 0.079% active;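 active = activation above a cutoff set at the mean over all compounds plus 3 SD, cut at about 18% in these data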;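 note: higher means more holoenzyme dissociation and a rise in polarization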
Pemphigus Ab inh = human desmoglein-3 autoantibody binding inhibition. DSG3-coupled beads, scFv-anti-DSG3-GFP binding, flow cytometry; hits give low values. binding (percent of control), % at 10 µM. 310,000 tested, 0.48% active;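 active = binding more than 3 SD below its plate's average and above zero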;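 note: hits lower antibody fragment binding to DSG3; some compounds called inactive have numbers as strong as hits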
SR-BI DiI inh = inhibitors of mouse SR-BI mediated HDL lipid uptake; Q61009; ldlA[mSR-BI] CHO cells, DiI-HDL uptake fluorescence, 3 h; inhibition, % at 12.5 µM; 320,000 tested, 0.96% active; AID 488896;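 active = mean replicate inhibition of at least 70% and a set share of replicates each scoring 70 or more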;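 note: 0% = median of neutral control wells and 100% = median of positive control wells; values of inactives mirror those of a sister screen read the other way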
Target sequence (Q61009 whole entry, looked up): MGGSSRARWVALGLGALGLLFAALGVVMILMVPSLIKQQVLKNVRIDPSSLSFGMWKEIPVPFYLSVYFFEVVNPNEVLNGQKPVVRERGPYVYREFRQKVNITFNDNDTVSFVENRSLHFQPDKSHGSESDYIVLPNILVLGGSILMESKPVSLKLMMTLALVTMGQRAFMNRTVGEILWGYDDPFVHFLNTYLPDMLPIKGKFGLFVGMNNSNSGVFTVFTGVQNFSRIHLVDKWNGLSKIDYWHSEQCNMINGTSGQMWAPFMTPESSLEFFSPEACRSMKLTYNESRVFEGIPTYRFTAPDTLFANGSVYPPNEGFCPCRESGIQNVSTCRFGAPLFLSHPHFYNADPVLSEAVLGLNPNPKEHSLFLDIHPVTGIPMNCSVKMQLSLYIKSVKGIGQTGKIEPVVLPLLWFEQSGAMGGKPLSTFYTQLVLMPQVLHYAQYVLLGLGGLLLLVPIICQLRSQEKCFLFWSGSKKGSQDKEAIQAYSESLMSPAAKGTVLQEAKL
MITF TRPM1 HTS = activators of MITF-driven TRPM1 promoter activity in SK-MEL-5 cells. SK-MEL-5 TRPM1-promoter luciferase, 24 h; % of positive control, neutral wells = 0. activation, % at 12.5 µM. 300,000 tested, 0.75% active. AID 588334;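 active = mean activation of at least 80% with every replicate also reaching 80%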;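 note: 0% = neutral control wells and 100% = parthenolide positive control wells; values of inactives mirror those of a sister screen read the other way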
dFosB act = enhances mouse delta FosB homodimer DNA binding | P13346 | purified delta FosB, TAMRA-CDK5 oligo fluorescence polarization; percent of positive-control signal above neutral wells | activation, % at 25 µM | 340,000 tested, 0.99% active | AID 493131;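 active = mean activation above about 17%, with every replicate also reaching it, limit read from the data, passing the limit was not always enough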;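 note: fluorescence polarization rise as delta FosB binds a TAMRA Cdk5 AP-1 oligo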
Target sequence (P13346 whole entry, looked up): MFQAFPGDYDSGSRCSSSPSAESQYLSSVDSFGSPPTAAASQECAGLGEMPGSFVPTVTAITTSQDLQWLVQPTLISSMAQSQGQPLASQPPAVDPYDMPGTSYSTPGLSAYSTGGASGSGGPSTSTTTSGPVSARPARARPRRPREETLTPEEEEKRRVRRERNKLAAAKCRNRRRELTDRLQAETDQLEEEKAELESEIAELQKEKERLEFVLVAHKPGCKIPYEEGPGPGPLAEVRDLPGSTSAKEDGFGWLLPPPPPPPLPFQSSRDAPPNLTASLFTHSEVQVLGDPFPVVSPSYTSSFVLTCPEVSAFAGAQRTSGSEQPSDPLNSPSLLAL
Arrestin-AP2 inh = blocks beta-arrestin peptide binding to AP2 adaptin. AID 504490. inhibition, % at 10 µM. FITC-arrestin peptide / GST-AP2 beads, flow cytometry; AP2 beta2 appendage carries R879A mutation. 340,000 tested, 0.31% active;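 active = inhibition above a set limit, near 3 SD of compounds lacking own fluorescence, cut at about 54% in these data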;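 note: plate controls were DMSO wells for no effect and 5 µM unlabelled arrestin peptide for full effect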
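System: GST-tagged AP2 beta2-adaptin appendage (R879A) on 4 µm glutathione beads / Reagent: FITC-arrestin peptide, 50 nM / Detection: HyperCyt-sampled flow cytometry, FL1 channel, ex 488/em 535 nm / Timing: 12 min plus 1 h, RT / Buffer or medium: PBS plus Tween 20 (0.05%) and BSA (0.1%)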
SR-BI uptake up = SR-BI HDL lipid transfer activation. CHO ldlA[mSR-BI] cells, DiI-HDL uptake fluorescence, 3 h; 100 = double the neutral-control signal. activation, % at 12.5 µM. 320,000 tested, 0.096% active;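 active = mean replicate activation of at least 60% and every replicate at or above 60%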;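 note: 0% = median plate neutral-control signal and 100% = twice that signal; values of inactives mirror those of a sister screen read the other way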
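Assay system: LDL receptor-deficient CHO ldlA cells overexpressing murine SR-BI / Medium: BSA-supplemented, HEPES-buffered Ham's F12, pH 7.4 / Probe or stimulus: DiI-labelled HDL at 10 µg/mL final / Timing: compound with DiI-HDL co-incubation, 3 h at 37 °C / Technique: bottom-read cell fluorescence after medium removal, ex 550/em 595 nm / Measure: HDL uptake via cellular fluorescence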
Mot1-301 SUMO = blocks SUMOylation pathway, rescuing yeast Mot1-301 growth | 320,000 tested, 1% active | growth rescue, % at 18.8 µM | S. cerevisiae Mot1-301 growth rescue, ATP luminescence, 38.5C; percent above DMSO median, 100 means doubled | AID 2716;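 active = every valid replicate shows activation above 250% relative to neutral control wells; inactive = the rest, any valid replicate at or below 250%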;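 note: OY570 slx delta 5 strain wells were the positive control but not used for scaling; some compounds called inactive have numbers as strong as hits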
CDK5 p35 inh = inhibitors of human CDK5/p35 kinase; Recombinant CDK5/p35, ADP-Glo luminescence, 60 min; inhibition, % at 10 µM; 330,000 tested, 0.01% active; AID 488839;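 active = highest replicate inhibition of at least 50% and at least 75% of replicates reaching 50%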;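 note: plate controls were DMSO neutral control for no effect and GW8510 at 10 µM for full effect; many of its hits are not listed in these tables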
Numbers without * were called inactive.

For O=c1c(-c2ccc(Br)cc2)coc2c(CN3CCCCC3)c(O)ccc12 the results were PKA-R1A act 2.1, NSD2 inh 1.1, PKA-R2B activ -5.9, Pemphigus Ab inh 99.0, SR-BI DiI inh 4.0, MITF TRPM1 HTS 15.6, dFosB act 3.3, Arrestin-AP2 inh -2.5, SR-BI uptake up -4.0 and CDK5 p35 inh 0.3.
Screening Cn1cc(Br)c(NC(=O)/C=C/C(=O)O)n1 returned PKA-R1A act 4.6, NSD2 inh 1.2, PKA-R2B activ 8.6, Pemphigus Ab inh 100.2, SR-BI DiI inh 12.2, dFosB act -7.5, Arrestin-AP2 inh -10.7, SR-BI uptake up -12.2, Mot1-301 SUMO -13.3 and CDK5 p35 inh -5.2.
Screening Cc1ccc(S(=O)(=O)NCC2CCC(C(=O)NCCCN3CCOCC3)CC2)cc1 (stereo not drawn) returned PKA-R1A act -5.5, NSD2 inh 1.6, PKA-R2B activ 4.1, MITF TRPM1 HTS 9.2, dFosB act -0.6, Arrestin-AP2 inh -4.5, Mot1-301 SUMO -18.0 and CDK5 p35 inh -0.2.
For Cc1nn(-c2ccccc2)c(C)c1C(=O)OCC(=O)Nc1cccc(S(N)(=O)=O)c1 the results were PKA-R1A act -2.6, NSD2 inh 2.0, PKA-R2B activ -7.7, Pemphigus Ab inh 101.9, SR-BI DiI inh 21.2, MITF TRPM1 HTS 11.3, dFosB act -5.6, Arrestin-AP2 inh -1.3, SR-BI uptake up -21.2, Mot1-301 SUMO -11.3 and CDK5 p35 inh 0.4.
`COc1ccc2c(Cl)c(C(=O)NCc3ccco3)sc2c1` gave PKA-R1A act -9.3, NSD2 inh -0.1, PKA-R2B activ 2.6, Pemphigus Ab inh 102.2, SR-BI DiI inh 19.8, MITF TRPM1 HTS 76.3, dFosB act -7.5, Arrestin-AP2 inh 0.3, SR-BI uptake up -19.8, Mot1-301 SUMO 3.4 and CDK5 p35 inh -1.4.
For O=C(NCc1ccco1)Nc1cccc2ccccc12 the results were PKA-R1A act -9.8, NSD2 inh -1.4, PKA-R2B activ -9.7, Pemphigus Ab inh 89.8, SR-BI DiI inh 11.0, MITF TRPM1 HTS 2.5, dFosB act -2.5, Arrestin-AP2 inh -10.9, SR-BI uptake up -11.0 and CDK5 p35 inh -0.2.
Screening COc1ccc(N(C(=O)CNC(=O)c2ccco2)C(C(=O)NC2CCCCC2)c2cccnc2)cc1 (stereo not drawn) returned PKA-R1A act 5.2, NSD2 inh -1.9, PKA-R2B activ 1.3, SR-BI DiI inh -10.6, MITF TRPM1 HTS 4.9, dFosB act -3.5, Arrestin-AP2 inh -16.4, SR-BI uptake up 10.6, Mot1-301 SUMO 70.1 and CDK5 p35 inh 1.7.
Cc1cc(C)cc(OCC(=O)OCC(=O)c2ccc3c(c2)NC(=O)CO3)c1 was read as PKA-R1A act -0.6, NSD2 inh 1.3, PKA-R2B activ 12.0, Pemphigus Ab inh 79.2, SR-BI DiI inh -11.7, MITF TRPM1 HTS 0.3, dFosB act 5.9, Arrestin-AP2 inh 0.4, SR-BI uptake up 11.7, Mot1-301 SUMO 23.7 and CDK5 p35 inh 1.8.
For CCCNC(=O)C(Cc1cccc(OC)c1)NC(=O)c1ccc(C(C)(C)C)cc1 (stereo not drawn) the results were PKA-R1A act 1.0, PKA-R2B activ -1.7, Pemphigus Ab inh 97.0, SR-BI DiI inh 18.0, MITF TRPM1 HTS 8.9, dFosB act 5.7, Arrestin-AP2 inh -7.3, SR-BI uptake up -18.0, Mot1-301 SUMO -6.8 and CDK5 p35 inh -4.4.
Cc1nc2ccccn2c1P(=Nc1ccccc1)(N(C)C)N(C)C was read as PKA-R1A act 4.7, NSD2 inh -0.8, PKA-R2B activ -4.5, Pemphigus Ab inh 97.8, SR-BI DiI inh -47.4, MITF TRPM1 HTS 48.2, dFosB act -2.0, Arrestin-AP2 inh 1.1, SR-BI uptake up 47.4, Mot1-301 SUMO 683.1 and CDK5 p35 inh 1.1.
`O=C(COC(=O)CNS(=O)(=O)c1ccccc1)NC12CC3CC(CC(C3)C1)C2` gave PKA-R1A act -23.2, NSD2 inh -2.2, PKA-R2B activ -5.1, Pemphigus Ab inh 97.8, SR-BI DiI inh 1.7, MITF TRPM1 HTS 2.4, dFosB act -11.0, Arrestin-AP2 inh -8.2, SR-BI uptake up -1.7 and CDK5 p35 inh 1.1.
`CCN(C(=O)CN1CCCc2cc(C)ccc21)c1c(N)n(Cc2ccccc2)c(=O)[nH]c1=O` gave PKA-R1A act -3.3, NSD2 inh 2.8, PKA-R2B activ -6.6, Pemphigus Ab inh 109.0, SR-BI DiI inh -15.8, MITF TRPM1 HTS -15.6, dFosB act -8.2, Arrestin-AP2 inh 47.8, SR-BI uptake up 15.8 and CDK5 p35 inh -0.2.
For Cc1cc(O)c(C(=O)/C=C/c2c(F)c(F)c(F)c(F)c2F)c(=O)o1 the results were PKA-R1A act -10.0, NSD2 inh -2.9, PKA-R2B activ -10.3, Pemphigus Ab inh 97.3, SR-BI DiI inh 0.3, MITF TRPM1 HTS -2.8, dFosB act -11.0, Arrestin-AP2 inh -9.4, SR-BI uptake up -0.3, Mot1-301 SUMO 9.5 and CDK5 p35 inh 2.0.
CCN(CC)C(=O)COc1ccc(Br)cc1Cl was read as PKA-R1A act -1.3, NSD2 inh -4.5, PKA-R2B activ 2.5, SR-BI DiI inh 3.4, dFosB act -0.4, Arrestin-AP2 inh 3.7, SR-BI uptake up -3.4, Mot1-301 SUMO -21.0 and CDK5 p35 inh 0.5.
COc1ccc(CN2C(=O)C(Cc3ccccc3)Nc3ncnc(N4CCOCC4)c32)cc1 (stereo not drawn) was read as PKA-R1A act 4.7, PKA-R2B activ -0.3, Pemphigus Ab inh 99.1, SR-BI DiI inh -27.6, MITF TRPM1 HTS -4.1, dFosB act 5.9, Arrestin-AP2 inh 30.3, SR-BI uptake up 27.6, Mot1-301 SUMO -2.4 and CDK5 p35 inh -0.1.
`COc1ccc(OCC(=O)Nc2ccccc2C(=O)N2CCOCC2)cc1` gave PKA-R1A act -8.8, NSD2 inh -1.6, PKA-R2B activ -10.6, Pemphigus Ab inh 103.5, SR-BI DiI inh -17.6, MITF TRPM1 HTS -6.7, dFosB act -4.5, Arrestin-AP2 inh -4.3, SR-BI uptake up 17.6, Mot1-301 SUMO -17.7 and CDK5 p35 inh -1.0.
CC1CC(C)CN(C(=O)COC(=O)Cc2c[nH]c3ccccc23)C1 (stereo not drawn) was read as PKA-R1A act -3.8, NSD2 inh -3.6, PKA-R2B activ 7.0, SR-BI DiI inh -24.1, MITF TRPM1 HTS 8.6, dFosB act -1.4, Arrestin-AP2 inh -4.3, SR-BI uptake up 24.1, Mot1-301 SUMO 223.2 and CDK5 p35 inh 1.6.
`O=C(Cc1ccccc1[N+](=O)[O-])NCC(=O)c1ccc2c(c1)OCO2` gave PKA-R1A act 3.9, NSD2 inh -2.1, PKA-R2B activ 2.4, Pemphigus Ab inh 92.7, SR-BI DiI inh -37.4, MITF TRPM1 HTS 3.8, dFosB act 4.4, Arrestin-AP2 inh 2.7, SR-BI uptake up 37.4 and CDK5 p35 inh -0.5.
For Cc1ccn2cc(-c3ccc(Br)cc3)nc2c1 the results were PKA-R1A act -3.2, NSD2 inh -10.1, PKA-R2B activ -13.5, Pemphigus Ab inh 91.9, MITF TRPM1 HTS -19.1, dFosB act -8.3, Arrestin-AP2 inh 35.4, Mot1-301 SUMO 68.3 and CDK5 p35 inh 2.7.
CN(C(=O)c1ccncc1)c1nnc(-c2cccnc2)s1 was read as PKA-R1A act -2.7, NSD2 inh 2.2, PKA-R2B activ 5.8, Pemphigus Ab inh 91.4, SR-BI DiI inh -7.2, MITF TRPM1 HTS 13.8, dFosB act 2.6, Arrestin-AP2 inh 6.5, SR-BI uptake up 7.2, Mot1-301 SUMO -18.7 and CDK5 p35 inh 0.2.
For Nc1nonc1-n1nnc(C(=O)O)c1-c1cccs1 the results were PKA-R1A act -6.6, NSD2 inh -0.6, PKA-R2B activ -7.9, Pemphigus Ab inh 97.4, SR-BI DiI inh -19.0, dFosB act -3.0, Arrestin-AP2 inh -0.8, SR-BI uptake up 19.0, Mot1-301 SUMO 4.0 and CDK5 p35 inh -0.5.
`C/C(=N/NC(=O)c1ccncc1)c1ccc(NC(=O)c2ccc(Cl)cc2Cl)cc1` gave PKA-R1A act 11.1, NSD2 inh 1.5, PKA-R2B activ -14.3, SR-BI DiI inh 31.4, MITF TRPM1 HTS 87.6*, dFosB act 15.2, Arrestin-AP2 inh -13.6, SR-BI uptake up -31.4, Mot1-301 SUMO -7.6 and CDK5 p35 inh -3.0.
For CC(=O)Nc1ccc(OCC(O)CN2CCN(c3ccc(F)cc3)CC2)cc1 (stereo not drawn) the results were PKA-R1A act -8.4, NSD2 inh -1.0, PKA-R2B activ -12.0, Pemphigus Ab inh 103.6, SR-BI DiI inh 17.2, dFosB act -7.6, Arrestin-AP2 inh -5.3, SR-BI uptake up -17.2, Mot1-301 SUMO -2.6 and CDK5 p35 inh -1.2.
Screening O=C(Nc1nccs1)C(c1ccccc1)N1CCCC1 (stereo not drawn) returned PKA-R1A act -2.2, NSD2 inh -3.2, PKA-R2B activ -3.5, Pemphigus Ab inh 108.2, SR-BI DiI inh 4.2, MITF TRPM1 HTS -2.2, dFosB act 6.4, Arrestin-AP2 inh -17.5, SR-BI uptake up -4.2, Mot1-301 SUMO -17.4 and CDK5 p35 inh 1.0.
For COc1cc(CCC(=O)OCC(=O)Nc2ccc(F)c(F)c2)cc(OC)c1OC the results were PKA-R1A act -2.0, NSD2 inh 5.2, PKA-R2B activ 5.7, Pemphigus Ab inh 112.6, MITF TRPM1 HTS -6.8, dFosB act -1.5, Arrestin-AP2 inh 36.2, Mot1-301 SUMO 3.1 and CDK5 p35 inh 0.0.
For Oc1ccc(Cl)cc1CNCc1ccc(C(F)(F)F)cc1 the results were PKA-R1A act -7.6, PKA-R2B activ -15.2, Pemphigus Ab inh 103.4, SR-BI DiI inh -16.0, MITF TRPM1 HTS -10.0, dFosB act 4.0, Arrestin-AP2 inh 7.0, SR-BI uptake up 16.0, Mot1-301 SUMO -21.6 and CDK5 p35 inh 0.5.

Assay outcomes from PubChem.
